# Assay outcomes (PubChem BioAssay)
# RGS4 inhibitor = Inhibitors of Regulator of G Protein Signaling (RGS) 4: qHTS; Regulator of G-protein signaling 4 (Homo sapiens), P49798; Transcreener GDP fluorescence polarization, RGS4-accelerated GTP hydrolysis; Potency, µM (top dose mostly 114 µM), for inactives: top-dose activity change, negative = inhibition, actives largely listed as inhibitors; 390,000 tested, 0.039% active; AID 504845, 2011; further: potency means the concentration at half of the fitted maximal effect; on the % scale 0 is the no-effect control and ±100 the full control effect; nearly all actives have a fitted effect of over 75% in size; some results filed as inactive show a strong effect at the top dose
#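 MLSMR compounds (23 nl, pin-transferred) preincubated 10 min at room temperature with a 500nM (2x) first reagent, then RGS4 at 900nM (2x) plus Transcreener GDP mix added; fluorescence polarization (620/688 nm) read before and after 90 min at 30 °C.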
# Vif-A3G inh = qHTS for Inhibitors of Vif-A3G Interactions: qHTS. 410,000 tested, 0.076% active. HeLa A3G-eYFP + Vif (tagged APOBEC3G with the HIV-1 protein that degrades it), YFP fluorescence, overnight. AID 602310, 2012. Potency, µM (doses to about 46.1 µM), inactives show at the top dose activity, negative = active, most hits filed as inhibitors. DNA dC->dU-editing enzyme APOBEC-3G (Homo sapiens), Q9HC16;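 further: potency means the concentration at half of the fitted maximal effect; on the % scale 0 is the no-effect control and ±100 the full control effect; nearly all actives have a fitted effect of over 60% in size; hits raise eYFP signal because A3G escapes Vif-driven loss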
#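 Read-out is eYFP fluorescence (Ex 488/Em 500-530) from Vif-expressing HeLa A3G-eYFP cells; more signal means A3G escaped Vif-mediated degradation. Cells plated overnight, compound pinned in, incubated overnight at 37 deg C.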
# GRP78 ERSR act = qHTS for Inducers of the Endoplasmic Reticulum Stress Response (ERSR) in Human Glioma: qHTS; U87-MG GRP78 promoter luciferase reporter, 16 h; AID 602332, 2012; 420,000 tested, 0.02% active; Potency, µM, for inactives: at the top dose activation, actives largely listed as activators; further: potency means the concentration at half of the fitted maximal effect; series mostly up to about 76 µM; % of control where 0% means no effect; nearly all actives have a fitted effect of over 35% in size
#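 ERSR induction read as luciferase luminescence (Bright-Glo, 10 min at room temperature) in stably transfected human U87-MG glioma cells exposed to compounds for 16 h, using GRP78 as sensor.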
# 12-LOX inh = Primary qHTS assay for inhibitors of human arachidonate 12S-lipoxygenase (ALOX12): Round 2 | Polyunsaturated fatty acid lipoxygenase ALOX12 (Homo sapiens), P18054 | Potency, µM (top dose mostly 108 µM), for the others: at the top dose activity change, negative = inhibition, usual class: inhibitors | AID 1671190, 2021 | 580,000 tested, 1.1% active | purified 12hLO, xylenol orange hydroperoxide absorbance; further: potency means the concentration at half of the fitted maximal effect; on the % scale 0 is the no-effect control and ±100 the full control effect
# Target sequence (P18054 whole entry, looked up): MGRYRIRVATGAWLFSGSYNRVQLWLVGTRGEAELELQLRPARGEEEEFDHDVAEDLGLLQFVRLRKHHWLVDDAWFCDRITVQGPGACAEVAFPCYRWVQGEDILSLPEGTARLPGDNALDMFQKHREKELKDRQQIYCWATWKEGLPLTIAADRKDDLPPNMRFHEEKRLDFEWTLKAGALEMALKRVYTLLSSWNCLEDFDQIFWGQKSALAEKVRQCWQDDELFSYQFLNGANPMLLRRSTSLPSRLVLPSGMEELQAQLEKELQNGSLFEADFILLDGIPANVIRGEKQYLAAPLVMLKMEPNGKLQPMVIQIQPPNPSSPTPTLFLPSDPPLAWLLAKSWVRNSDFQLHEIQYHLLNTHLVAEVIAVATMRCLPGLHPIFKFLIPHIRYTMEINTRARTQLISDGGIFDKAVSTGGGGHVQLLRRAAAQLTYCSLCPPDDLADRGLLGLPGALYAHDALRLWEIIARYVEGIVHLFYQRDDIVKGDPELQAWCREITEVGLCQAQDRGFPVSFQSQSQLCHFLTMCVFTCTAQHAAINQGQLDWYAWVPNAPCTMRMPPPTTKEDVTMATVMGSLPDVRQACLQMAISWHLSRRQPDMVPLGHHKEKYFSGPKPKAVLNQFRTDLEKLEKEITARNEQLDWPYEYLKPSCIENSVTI
#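 Hydroperoxide product was detected by ferrous iron/xylenol orange as the 573 to 405 nm absorbance ratio. Arachidonic acid at 40 uM (final) was turned over for 30 min at room temperature by 150 nM human 12hLO, pH 7.0 Hepes buffer, after 15 min compound preincubation.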
# D2 antag = HTS Assay for Allosteric Antagonists of the Human D2 Dopamine Receptor: Primary Screen for Antagonists | HEK293 TREx D2 cells, calcium flux, dopamine EC80 | inhibition, % at 10 µM | 340,000 tested, 2% active; in the data active means inhibition above about 30%; further: 0% is about no effect
# Target sequence (P14416 whole entry, looked up): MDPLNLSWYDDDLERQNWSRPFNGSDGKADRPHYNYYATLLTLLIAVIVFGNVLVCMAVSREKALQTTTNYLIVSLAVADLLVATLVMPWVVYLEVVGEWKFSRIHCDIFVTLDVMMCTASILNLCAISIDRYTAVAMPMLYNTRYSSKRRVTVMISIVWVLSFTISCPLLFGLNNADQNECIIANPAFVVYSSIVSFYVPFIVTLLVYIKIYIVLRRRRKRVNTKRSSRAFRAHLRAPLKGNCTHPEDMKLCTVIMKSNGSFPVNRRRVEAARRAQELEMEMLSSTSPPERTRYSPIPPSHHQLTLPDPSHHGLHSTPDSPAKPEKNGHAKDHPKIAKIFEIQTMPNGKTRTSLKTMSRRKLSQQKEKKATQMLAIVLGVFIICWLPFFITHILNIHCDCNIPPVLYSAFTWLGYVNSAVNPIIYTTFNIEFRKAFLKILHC
#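 In this primary screen, negative modulation is detected by tracking calcium flux after an EC80 dopamine challenge in inducible HEK293 T-REx D2 cells preexposed to test compound for 180 s.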
# Vif-A3F inh = qHTS for Inhibitors of Vif-A3F Interactions: qHTS | HeLa A3F-eYFP + Vif (tagged APOBEC3F with the HIV-1 protein that degrades it), YFP fluorescence increase | Potency, µM (series often up to 46.1 µM), for the others: at the top dose activity, negative = active | 390,000 tested, 0.2% active; further: potency means the concentration at half of the fitted maximal effect; % of control where 0% means no effect; nearly all actives have a fitted effect of over 65% in size
#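 Fluorescence increase (Ex 488/Em 500-530) after overnight compound treatment at 37 deg C flags inhibition of Vif-driven A3F-eYFP loss in stable HeLa A3F-eYFP/Vif cells seeded overnight beforehand.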
# D2 ag = HTS Assay for Allosteric Agonists of the Human D2 Dopamine Receptor: Primary Screen for Agonists; D(2) dopamine receptor (Homo sapiens), P14416; HEK293 T-REx D2 cells, calcium flux agonist mode; activation, % at 2 µM; 340,000 tested, 0.53% active;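 active means activation over 3 SD above normal in the single-dose calcium agonist read, cut at about 30% in these data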; further: 0% is about no effect
#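 Agonism scored from kinetic calcium signal (1 read/sec, 180 s) following compound pin transfer, after a 10 s baseline. Cells: HEK293 Trex line expressing inducible D2 receptor coupled to calcium, dye-loaded after overnight culture at 30 C.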
# ERG-DNA inh = qHTS for Small Molecule Inhibitors of the ERG Ets/DNA interaction; 370,000 tested, 0.028% active; Potency, µM (titrated, usually from 76.9 µM), for inactives: top-dose FP activity, negative = inhibition, most hits filed as inhibitors; fluorescence polarization, His-ERG Ets domain / labelled DNA; Transcriptional regulator ERG (Homo sapiens), P11308; active means well fitted inhibition curve with a large enough effect in the polarisation, with a control signal flat; inconclusive means small, poorly fitted or top-dose-only effect, or effect the other way, or a change in a side signal; inactive means no such curve, though single readings can be large or run the other way; the % refers to the polarisation;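 further: polarization taken with two DNA probes labelled with fluorescein and Texas red; potency means the concentration at half of the fitted maximal effect; % of control where 0% means no effect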
#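 His-tagged ERG Ets domain (1 uM in the protein solution; 300mM KCl, 50mM Tris-HCl, 1mM EDTA, 1mM DTT, pH 7.5) received compound, then a probe mix of 5 nM fluorescein-DNA and 100nM Texas-615-DNA. Fluorescence polarization was read for both dyes.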
# LDHA block = qHTS assay for inhibitors of human lactate dehydrogenase; 480,000 tested, 0.15% active; purified LDHA, NADH/diaphorase-resazurin fluorescence; active compounds read low; L-lactate dehydrogenase A chain (Homo sapiens), P00338; activity change, % (values are at about 110 or 230 µM); AID 1347041, 2019; in the data active means activity change below about -30%; inconclusive means mostly about -25% to -30%;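 further: plate controls were DMSO wells for no effect and wells without enzyme for full effect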
#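 Human LDH5 (2 nM) was incubated with 0.06 mM NADH and 0.2 mM pyruvate for 5 min at room temperature in Tris pH 7.4. Remaining NADH was coupled through diaphorase/resazurin, and resorufin fluorescence was read at 0 and 20 min.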
# The depositor's hits bear a star; i = inactive; u = inconclusive; x = no result given; & = joins results of further samples; [ ] = another dose, or the depositor's remark. Unless noted, the call rests on the fitted dose curve; in most records, active means well fitted curve in the direction sought with a large enough effect; inconclusive means small, poorly fitted or top-dose-only effect, or another doubt; inactive means no such curve, though single readings can be large; an effect the other way counts as inactive or inconclusive. Only part of the results is shown; rates above refer to the full screens.
SMILES,RGS4 inhibitor,Vif-A3G inh,GRP78 ERSR act,12-LOX inh,D2 antag,Vif-A3F inh,D2 ag,ERG-DNA inh,LDHA block
Cc1ncsc1CCOC(=O)C12CC3CC(CC(C3)C1)C2,-16%[56.9 µM],-8%,-6%,-25%,5,-3%,-0.1,9%,0
COC(=O)CCc1ccc(O)cc1,2%,2%,-3%,15%,-5,-7%,0.3,-3%,-1
CCSc1nc(NCCN(C)C)c2c3c(sc2n1)COC(C)(CC)C3 (centres undefined),-5%,0%,-3%,u,7,-1%,1.5,-1%,-11
Cc1nnc(NC(=O)CSc2ccccn2)s1,-14%,0%,2%,-6%,7,u,0.6,4%,-4
COc1ccc(C(C(=O)NCC2CCCO2)N(C(=O)CNC(=O)c2ccco2)c2cc(C)cc(C)c2)cc1OC (centres undefined),-25%,-1%,-5%,-2%,-21,0%,0.1,15%,-4
O=c1cnn(Cc2c(Cl)cccc2Cl)c2ccccc12,15%,4%,6%,-5%,-15,23%,-0.5,3%,-2
Cc1ccc(S(=O)(=O)N2CCOCC2)cc1C(=O)N1c2ccccc2Sc2ccccc21,-20%,-1%,-2%,0%,-4,-16%,-0.9,-8%,-2
COc1ccc(C(c2c(O)cc(C)oc2=O)c2c(O)cc(C)oc2=O)cc1,-9%,1%,-6%,0%,-6,-4%,1.1,2%,0
Cc1nc(N2CCOCC2)[nH]c(=O)c1[N+](=O)[O-],35%,1%,-4%,u,0,3%,0.9,-7%,-5
O=C(NCc1ccc(F)cc1)c1cc(C2CCCCN2S(=O)(=O)c2cccs2)on1 (centres undefined),x,-3%,-2%,1%,x,x,x,x,-4
COc1ccc(/C=C/C(=O)OCC(=O)NC2CCCC(C)C2C)cc1 (centres undefined),16%,-4%,-4%,167%[activator],x,0%,x,21%[15.4 µM],-8
COc1ccc(C2=NN(S(C)(=O)=O)C(c3ccc4nccnc4c3)C2)cc1 (centres undefined),1%,1%,-2%,-29%,1,-1%,0.9,-2%,-9
CCOC(=O)c1ccc(NC(=O)Nc2ccc(OC)c(OC)c2)cc1,-35%[56.9 µM],-1%,-5%,-10%,7,-4%,0.0,-9%,0
CC(CCc1ccco1)NC(=O)CCc1nnc2ccc(NCc3ccccc3Cl)nn12 (centres undefined),-13%,-1%,-5%,13%,-7,8%,-1.1,-3%,-6
COc1ccc(CC(=O)n2nc(-c3ccc(Cl)cc3)nc2NCc2ccco2)cc1,-27%,-24%,0%,-27%,-14,-22%,-1.4,8%,4
COc1ccccc1NC(=O)c1cc2cc3ccc(OC)c(Cl)c3nc2s1,u,-7%,0%,u,x,0%,-0.7,-8%,0
N#C/C(=C\c1ccccc1)C(=O)NC1CC1,-5%,6%,-2%,-2%,7,-9%,0.2,-3%,-3
O=C(Cc1c(Cl)cccc1Cl)Nc1ccncc1,34%,0%,-3%,i,-2,-4%,-0.1,-2%,-12
COc1ccccc1NC(=S)NCc1cccs1,-17%,-5%,2%,-15%,5,-4%,0.8,5%,-1
C=CCC1CCC/C(=N\NS(=O)(=O)c2ccc(C)cc2)C1 (centres undefined),4%,1%,-2%,u,-14,-13%,0.1,6%,-1

# 2 entries from above, field by field:
> O=C(NCc1ccc(F)cc1)c1cc(C2CCCCN2S(=O)(=O)c2cccs2)on1 (centres undefined)
  RGS4 inhibitor: x | Vif-A3G inh: -3% | GRP78 ERSR act: -2% | 12-LOX inh: 1% | D2 antag: x | Vif-A3F inh: x | D2 ag: x | ERG-DNA inh: x | LDHA block: -4

> Cc1nc(N2CCOCC2)[nH]c(=O)c1[N+](=O)[O-]
  RGS4 inhibitor: 35% | Vif-A3G inh: 1% | GRP78 ERSR act: -4% | 12-LOX inh: u | D2 antag: 0 | Vif-A3F inh: 3% | D2 ag: 0.9 | ERG-DNA inh: -7% | LDHA block: -5

# Continuation.
SMILES,RGS4 inhibitor,Vif-A3G inh,GRP78 ERSR act,12-LOX inh,D2 antag,Vif-A3F inh,D2 ag,ERG-DNA inh,LDHA block
Cc1ccc(CNC(=O)CCCCn2c(=O)c3ccccc3n(Cc3ccc(C)cc3)c2=O)cc1,15%,4%,-2%,-23%,x,-14%,2.5,-3%,-1
CCOC(=O)c1cccnc1SCC(=O)Nc1ccc(C)cc1,-7%,-1%,2%,0%,0,2%,-0.5,0%,-1
CCN(CC)C(=O)C(=O)N/N=C/c1ccc(Cl)cc1Cl,-15%,-1%,1%,1%,7,3%,-1.0,1%,-4
O=C(/C=C/c1ccc(O)cc1)c1ccccc1,-5%,-13%,7%,1%,-4,-5%,-0.9,2%,0
COc1ccc(OC)c(NC(=O)Nc2ccc3c(c2)OCO3)c1,29%,0%,5%,-23%,-2,-3%,-0.7,-13%,2
CC(=O)Nc1ccc(NC(=O)COc2ccc(-c3ccc(C#N)cc3)cc2)cc1,-1%,1%,-5%,u,6,-1%,0.0,x,-4
COc1ccc(CCNC(c2ccc(F)cc2)c2nnc(-c3ccccc3Cl)o2)cc1OC (centres undefined),-1%,-8%,-1%,-6%,x,-3%,x,-1%,0
Cc1cccc(C(=O)NC(=S)NCc2cccnc2)c1,-19%,1%,-3%,17%,-6,3%,-0.2,-7%,-12
O=C(NCCCCC(NC(=O)C1CCCCC1)C(=O)O)c1ccccc1 (centres undefined),5%,-1%,-3%,-13%,5,-17%,0.3,-2%,-3
COc1ccc(CNC(=O)C2CCN(S(=O)(=O)c3ccc4c(c3)CC(C)N4C(=O)C3CC3)CC2)cc1 (centres undefined),10%[11.4 µM],0%,-4%,3%,-4,1%,2.7,6%,-1
CN(C)c1ccc(/C=C2\N=C(C(C)(C)C)OC2=O)cc1,-12%,-2%,-6%,22%,1,-5%,3.5,10%,-3
Cc1cc(=O)oc2cc(OC(C)C(=O)N3CCOCC3)c(Cl)cc12 (centres undefined),x,-2%,-3%,18%&-4%,x,0%,x,x,-6&-16
COc1ccc(C(=O)CCC(=O)Nc2cccc(Cl)c2)cc1,11%,-3%,-5%,1%,-7,-16%,0.7,-8%,-5
COc1ccc(NC(=O)C(NS(=O)(=O)c2cccc3nsnc23)c2ccccc2)cc1 (centres undefined),9%,-4%,-2%,-3%,x,1%,-0.2,2%,-2
O=C(c1cnccn1)N(Cc1ccco1)C1(C(=O)NC2CCCC2)CCCCC1,-23%,2%,-4%,0%,-22,-12%,-1.2,4%,1
O=C(C1CCCCC1)N1CCN(c2ncccn2)CC1,0%,1%,-5%,41%,-1,-1%,0.8,2%,-2
CCCc1[nH][nH]c(=O)c1C(c1cccc(Cl)c1)C(C#N)C#N (centres undefined),u,u,14%,3%,-5,-8%,-0.2,1%,-5
Cc1ccc(NC(=O)c2cc(-c3cc(C)c(C)cc3O)n[nH]2)cc1C,6%,1%,-1%,32%[activator],x,0%,x,3%,-8
O=[N+]([O-])c1ccc(NN=C2CCCCC2)c([N+](=O)[O-])c1,-10%,0%,2%,u,x,4%,x,-4%,-4
COc1ccc(CNC(=O)c2cc3c(=O)n(C)c4ccccc4c3n2C)c(OC)c1,-8%,-6%,0%,u,x,7%,0.5,-10%,1

# Some of the entries so far, as tab-separated lines.
mol	RGS4 inhibitor	Vif-A3G inh	GRP78 ERSR act	12-LOX inh	D2 antag	Vif-A3F inh	D2 ag	ERG-DNA inh	LDHA block
COc1ccc(CNC(=O)C2CCN(S(=O)(=O)c3ccc4c(c3)CC(C)N4C(=O)C3CC3)CC2)cc1 (centres undefined)	10%[11.4 µM]	0%	-4%	3%	-4	1%	2.7	6%	-1
CN(C)c1ccc(/C=C2\N=C(C(C)(C)C)OC2=O)cc1	-12%	-2%	-6%	22%	1	-5%	3.5	10%	-3

# Further entries.
SMILES,RGS4 inhibitor,Vif-A3G inh,GRP78 ERSR act,12-LOX inh,D2 antag,Vif-A3F inh,D2 ag,ERG-DNA inh,LDHA block
Cc1cc(NC(=O)CCC(=O)N(CC(=O)NCC2CCCO2)c2ccccc2)no1 (centres undefined),-1%,1%,-5%,13%,13,-1%,0.1,-3%,-16
COC(=O)c1cc(C#N)c(N2CC(C)OC(C)C2)nc1C (centres undefined),19%,0%,0%,-15%,-10,8%,-0.7,-12%,-3
COc1cccc(/C=C/c2nc(C#N)c(NCCc3ccccc3)o2)c1,11%,4%,-3%,u,x,0%,-0.6,1%,4
CCOc1ccc(NC(=O)c2ccc(CC)s2)c([N+](=O)[O-])c1,-14%,0%,-1%,-4%,0,-1%,0.5,11%,-8

# Some values from the entries so far.
# CCOc1ccc(NC(=O)c2ccc(CC)s2)c([N+](=O)[O-])c1 @ RGS4 inhibitor = -14%
# Cc1cc(NC(=O)CCC(=O)N(CC(=O)NCC2CCCO2)c2ccccc2)no1 (centres undefined) @ 12-LOX inh = 13%
# COC(=O)c1cc(C#N)c(N2CC(C)OC(C)C2)nc1C (centres undefined) @ Vif-A3G inh = 0%
